# Statin myotox sup: protects C2C12 myotubes from simvastatin toxicity. ATP luminescence, 48 h; scaled: DMSO 0, geranylgeraniol control 100. rescue of ATP level, % at 7.49 µM. hit rate 0.78% among 330,000;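 active = mean ATP rescue above about 67%, or every replicate alone reaching that limit, limit read from the data, passing the limit was not always enough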;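 note: myotubes were challenged with 10 µM simvastatin during compound exposure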
# SIRT5 inh: inhibitors of human sirtuin-5 desuccinylase. Q9NXA8. AID 652115. hit rate 1.1% among 330,000. Purified SirT5, succinyl-peptide AMC, trypsin-coupled fluorescence. inhibition, % at 15 µM; in the data active = inhibition above about 15%
# Target sequence (Q9NXA8 whole entry, looked up): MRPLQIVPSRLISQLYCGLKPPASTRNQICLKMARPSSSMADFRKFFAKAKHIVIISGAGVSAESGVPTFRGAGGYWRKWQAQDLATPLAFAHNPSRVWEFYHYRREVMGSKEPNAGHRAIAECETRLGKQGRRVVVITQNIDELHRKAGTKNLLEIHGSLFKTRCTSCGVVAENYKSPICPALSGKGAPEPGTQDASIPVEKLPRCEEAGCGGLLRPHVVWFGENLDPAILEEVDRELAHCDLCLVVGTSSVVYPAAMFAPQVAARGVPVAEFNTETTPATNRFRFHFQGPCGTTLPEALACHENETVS
# CASP6 VEID inh: inhibitors of human caspase-6. P55212. purified caspase-6, Z-VEID-R110 cleavage fluorescence. inhibition, % at 12.5 µM. hit rate 0.53% among 350,000. AID 686996;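 active = mean inhibition across replicates at least about 35%, with every replicate also reaching that limit, limit read from the data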;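 note: 0% = median of neutral control wells and 100% = no fluorescence left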
# Target sequence (P55212 24-179 limits assumed): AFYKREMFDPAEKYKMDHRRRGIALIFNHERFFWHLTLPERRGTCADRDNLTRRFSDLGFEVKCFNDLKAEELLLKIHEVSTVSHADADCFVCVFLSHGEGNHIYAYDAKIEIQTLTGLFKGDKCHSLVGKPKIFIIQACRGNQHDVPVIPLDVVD
# Target sequence (P55212 194-293 limits assumed): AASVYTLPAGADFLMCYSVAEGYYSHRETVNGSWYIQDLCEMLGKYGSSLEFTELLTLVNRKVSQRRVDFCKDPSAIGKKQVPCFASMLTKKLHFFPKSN
# esBAF inh: blocks esBAF chromatin remodeling in mouse ES cells | Bmi1-luciferase knock-in reporter, 24 h; 100% = twice the neutral-well signal | reporter increase, % at 12.5 µM | hit rate 2% among 350,000; in the data active = activation above about 40%;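 note: 0% = median of the plate's neutral control wells and 100% = double that signal; a rise in the Bmi1 reporter signal indicates esBAF inhibition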
# S100A4 MyoIIA: blocks human S100A4 binding to myosin IIA peptide; hit rate 0.14% among 360,000; S100A4/TAMRA-MyoIIA peptide fluorescence polarization; P26447; inhibition, % at 10.7 µM;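 active = mean inhibition of at least 70% across replicates, with every replicate also reaching that level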
# Target sequence (P26447 whole entry, looked up): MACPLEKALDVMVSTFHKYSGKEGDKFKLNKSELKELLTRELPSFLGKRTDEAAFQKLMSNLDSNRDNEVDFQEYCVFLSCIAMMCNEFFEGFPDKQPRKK
#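 Material: S100A4 monomer (human). Medium: Calcium-containing HEPES buffer, pH 7.2. Probe or stimulus: labelled myosin peptide probe, 5 nM. Compound dosing: one concentration per compound. Timing: polarization read 5 min after assay mix addition, stable 5–60 min. Benchmarks: DMSO as neutral control, TFP as positive control.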
# LGR2 inh: Drosophila LGR2 receptor signaling inhibition; AID 720647; inhibition, % at 9.99 µM; hit rate 0.35% among 380,000; HEK293 LGR2, CRE-luciferase, bursicon-stimulated, 4 h;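 active = drop in luminescence signal, shown as inhibition above about 50% in the replicate tests, limit read from the data, passing the limit was not always enough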;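 note: agonist challenge used bursicon conditioned medium at about half maximal strength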
# FN deposit inh: fibronectin deposition inhibition. hit rate 0.086% among 350,000. AH1F fibroblasts, Alexa488-fibronectin deposition fluorescence, overnight. inhibition, % at 12.6 µM;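 active = mean inhibition across replicates of 30% or more, regardless of how many single replicates reach that level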;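 note: positive control wells lacked labelled fibronectin entirely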
#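 Material: AH1F fibroblasts assembling fluorescent fibronectin matrix; amount: 10000 AH1F cells/well; medium: DMEM, 2% serum; reagent: Alexa488-fibronectin, 24 nM final in well; dosing: single compound dose, delivered by pin transfer; incubation: 1 h adhesion, overnight exposure; detection: fluorescence after three HBSS washes, excitation 485 nm, emission 525 nm; measure: fibronectin deposition inhibition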
# Starred values were filed as active, the others as inactive; x = not tested or not shown; & = joins results of further samples.
SMILES,Statin myotox sup,SIRT5 inh,CASP6 VEID inh,esBAF inh,S100A4 MyoIIA,LGR2 inh,FN deposit inh
Cc1oc(-c2ccccc2F)nc1CS(=O)CC(=O)NCc1ccccn1 (configuration not stated),-17,-1,-4,-3,0,0,-7
CN(C)C(CNC(=O)c1ccc([N+](=O)[O-])cc1Cl)c1ccco1 (configuration not stated),0,1,-2,10,0,-8,5
COc1ccc(S(=O)(=O)N2C[C@@H](O)COC[C@@H]3O[C@H](CC(=O)N(C)C)CC[C@H]32)cc1,-18,13,0,0,17,7,8
CCN(CC(=O)NC1CCS(=O)(=O)C1)S(=O)(=O)c1ccccc1 (configuration not stated),x,21*,6,x,33,6,3
COC(=O)[C@@H]1[C@@H](CO)[C@@H]2Cn3c(ccc(-c4ccccc4OC)c3=O)[C@@H]2N1CC1CCCC1,-2,8,1,5,13,-6,-7
O=C(C[C@@H]1C[C@@H]2c3cc(NC(=O)C4CCOCC4)ccc3O[C@@H]2[C@@H](CO)O1)NCc1ccc(Cl)cc1,5,-2,-1,-3,-2,-5,-5
CC(C)n1nnnc1SCC(=O)Nc1ccccc1F,-7,-3,2,-8,-1,0,1
CC(=O)c1c(C)[nH]c(C(=O)OCC(=O)N(C)c2c(N)n(Cc3ccccc3)c(=O)[nH]c2=O)c1C,0,-1,7,1,-2,6,7
O=C(CSc1nc(=O)n(CCCN2CCOCC2)c2c1CCC2)Nc1ccc(F)cc1F,x,0,4,x,-1,-4,2
CCCNC(=O)N1[C@@H](C#N)[C@@H](c2ccccc2)[C@@H]1CO,14,0,-1,1,11,-6,-18
CC1=C(C(=O)OCc2ccc3c(c2)OCO3)C(c2ccc(O)c([N+](=O)[O-])c2)NC(=O)N1 (configuration not stated),x,2,2,x,3,-2,-5
O=NN(CCCl)C(=O)NCCCl,-1,-2,5,1,26,1,-9
COc1cccc(-c2cnc3c(c2)C(=O)N([C@H](C)CO)C[C@H](C)[C@@H](CN(C)Cc2ccccc2)O3)c1,34,4,6,4,7,5,x
CN(C)C1(CNC(=S)Nc2ccccc2C(F)(F)F)CCCCC1,x,0,-2,x,0,14,x
CCOc1ccc(C(=O)NCCO)cc1,-1,-1,-2,8,1,16,-14
O=C(Nc1cccc(OC(=O)c2cccnc2)c1)c1cccnc1,-5,x,x,1,x,x,-6
C[C@H](CO)N1C[C@H](C)[C@H](CN(C)S(=O)(=O)c2ccc(F)cc2)OCc2cnnn2CCCC1=O,-2&-16&-6,-5&-3&-5,0&4&-1,1&5&4,4&-1&12,-10&-2,-1&1
CCn1cc(C(=O)O)c(=O)c2cc(F)c(N3CCN(C(=S)NC(=O)c4cccc(F)c4)CC3)cc21,x,-3,-1,x,-4,8,-2
N#C/C(=C\c1ccc(Cl)cc1)C(=O)Nc1cccnc1,3,-3,3,-10,1,4,-4
O=[N+]([O-])c1ccccc1S(=O)(=O)N1CCN(C2CCCC2)CC1,5,-3,1,-1,16,-5,x

# Full records from above. Screens in order: Statin myotox sup | SIRT5 inh | CASP6 VEID inh | esBAF inh | S100A4 MyoIIA | LGR2 inh | FN deposit inh
# Profile of CN(C)C1(CNC(=S)Nc2ccccc2C(F)(F)F)CCCCC1 → x | 0 | -2 | x | 0 | 14 | x
# Profile of CCCNC(=O)N1[C@@H](C#N)[C@@H](c2ccccc2)[C@@H]1CO → 14 | 0 | -1 | 1 | 11 | -6 | -18
# Profile of Cc1oc(-c2ccccc2F)nc1CS(=O)CC(=O)NCc1ccccn1 (configuration not stated) → -17 | -1 | -4 | -3 | 0 | 0 | -7
# Profile of CCOc1ccc(C(=O)NCCO)cc1 → -1 | -1 | -2 | 8 | 1 | 16 | -14
# Profile of O=C(C[C@@H]1C[C@@H]2c3cc(NC(=O)C4CCOCC4)ccc3O[C@@H]2[C@@H](CO)O1)NCc1ccc(Cl)cc1 → 5 | -2 | -1 | -3 | -2 | -5 | -5

# The listing picks up, repeating the 2 entries before the break.
SMILES,Statin myotox sup,SIRT5 inh,CASP6 VEID inh,esBAF inh,S100A4 MyoIIA,LGR2 inh,FN deposit inh
N#C/C(=C\c1ccc(Cl)cc1)C(=O)Nc1cccnc1,3,-3,3,-10,1,4,-4
O=[N+]([O-])c1ccccc1S(=O)(=O)N1CCN(C2CCCC2)CC1,5,-3,1,-1,16,-5,x
CCCN(C)C[C@@H]1OCCCC[C@@H](C)Oc2ccc(NC(=O)C3CCCCC3)cc2C(=O)N([C@H](C)CO)C[C@@H]1C,x,-4,3,-4,6,-2,x
CC1C(=O)N(Cc2cn(Cc3ccco3)nn2)CCS(=O)(=O)N1Cc1ccc(-c2ccc(F)cc2Cl)cc1 (configuration not stated),1,-5,1,5,0,-17,25
CC1(C(=O)NS(=O)(=O)c2ccc(F)cc2F)CCN1C(=O)CC1CCCC1 (configuration not stated),4,x,0,1,4,-19,-1
NC(=O)c1ncn([C@@H]2O[C@H](C(=O)N3CCCN(Cc4ccccc4F)CC3)[C@@H](O)[C@H]2O)n1,x,1,-6,x,3,-8,-9
Cc1cc(C)cc(N2C(=O)C3NN=C(C(=O)OCc4ccccc4)C3C2=O)c1 (configuration not stated),6,x,x,-3,x,10,-1
Cc1c(CC(=O)NCC(=O)O)c(=O)oc2cc3oc4c(c3cc12)CCCC4,5,5,24,-9,-10,-6,-7
CC(OC(=O)c1cccc(-n2cnnn2)c1)C(=O)Nc1ccc(N(C)C)cc1 (configuration not stated),3,-4,0,8,-1,-4,-4
O=C(CN1CCN(C(=O)c2ccccc2)CC1)NC(=O)NCCC1=CCCCC1,-2,x,-3,5,2,-2,-4
CCC(=O)N(C)C[C@@H]1Oc2ncc(-c3ccc(C(=O)N(C)C)cc3)cc2C(=O)N([C@@H](C)CO)C[C@@H]1C,-1,7,3,-2,11,2,x
Cc1ccc(NS(=O)(=O)c2cccc(C(=O)NC3CCN(Cc4ccccc4)CC3)c2)cc1,-39,-1,1,2,-3,16,2
O=C1C2C3CC4C5C3C1C5C1(SCCS1)C42 (configuration not stated),x,-2,2,x,8,1,-23
CC(C)(C)N(Cc1ccccc1)C(=O)COc1cccnc1[N+](=O)[O-],6,-8,-3,2,-6,-7,-1
C[C@H](CO)N1C[C@H](C)[C@@H](CN(C)C(=O)Cc2ccccc2)OCCCC[C@H](C)Oc2ccc(NC(=O)CCC(F)(F)F)cc2C1=O,46,x,x,0,x,2,-10
CC(C)c1ccc(OCC(O)CN2CCN(c3ccccc3)CC2)cc1 (configuration not stated),-25,3&-1,-2&3,1,-1&-4,-6&7,0&7
Cc1cc(C)cc(N=C2SC(CC(=O)Nc3ccccc3)C(=O)N2CCN2CCOCC2)c1 (configuration not stated),8,0,7,-9,-3,4,-13
COc1ccc(CNCCC2(C(C)C)CCOC(C)(C)C2)cc1 (configuration not stated),-6,x,-81,-2,-18,-1,-18
Cc1ccc(S(=O)(=O)NCC(=O)OC(C)C(=O)NC2CCCCC2C)cc1C (configuration not stated),2,0,-1,1,-3,-14,x
COCCN(Cc1ccc(C)cc1)C(=O)[C@H]1O[C@@H](n2ccc(=O)[nH]c2=O)[C@H](O)[C@@H]1O,5,10,-3,-2,0,27,x
Cc1ccccc1-c1ccc2c(c1)[C@@H]1C[C@H]3[C@@H](CN1CC2)[C@H](C)OC(C1CCCCC1)N3C (some centres not stated),x,0,-3,x,-9,-15,4
CCC1NC(=O)c2cc3ccccc3cc2-n2c1nc1ccc(F)cc1c2=O (configuration not stated),-13,-4,-6,-11,1,-18,-1
O=C(NCC1CCCO1)C1CCCN(S(=O)(=O)c2cccc3nsnc23)C1 (configuration not stated),9,x,x,-3,x,x,-17
O=C(COc1ccc([N+](=O)[O-])cc1)Nc1ccc2c(c1)CCC2,12,-1,0,14,-3,-43,0
N#Cc1nc(-c2ccccc2F)oc1N1CCCCC1,-7,-6,-5,12,-5,-9,-1
CC(C)NC(=O)N(C)C[C@H]1Oc2c(NC(=O)c3ccc(-c4nccs4)cc3)cccc2C(=O)N([C@H](C)CO)C[C@@H]1C,x,0,3,-6,11,1,x
CC1(C)CC(=O)C(C=NCCN2CCNCC2)=C(O)C1,-20,-1,-17,7,-4,-7,6
C[C@@H](C(=O)NC1CCCCC1)N1C(=O)N2CCc3c([nH]c4ccccc34)[C@@]2(C)C1=O,6,x,-2,-24,5,7,x
CO[C@H]1CN(C)C(=O)c2cc(NS(=O)(=O)c3ccccc3)ccc2OC[C@H](C)N(Cc2nccs2)C[C@@H]1C,13,-5,0,-2,20,1,-4
Cc1csc(N2CCCC2=O)n1,-7,21*,-2,0,1,-8,15
O=C(COC(=O)c1ccco1)Nc1cccc(S(=O)(=O)N2CCCCC2)c1,6,-3,5,2,-3,-3,-7
O=C1C2CCCN2C(c2ccccc2)N1c1cccc(Cl)c1 (configuration not stated),10,x,1,-2,-3,0,12
CCC(=O)Nc1ccc2c(c1)C(=O)N(C)C[C@H](OC)[C@H](C)CN(C(=O)c1ccc(F)cc1)[C@@H](C)CO2,0,9,0,-1,-8,-8,-5
N#CCCN(C(=O)COC(=O)c1cc2ccccc2oc1=O)c1ccccc1,2,1,-4,-4,1,-4,5
O=c1[nH]c(C2CCN(S(=O)(=O)c3ccccc3F)CC2)nc2c1nnn2Cc1ccc(F)cc1,1,0,-3,-1,-13,-8,-5
CCCNC(=O)C[C@@H]1C[C@@H]2c3cc(NS(=O)(=O)c4ccc(F)cc4)ccc3O[C@@H]2[C@H](CO)O1,-3,2,-4,1,-1,2,-20
CCCCCN(C(=O)CCC(=O)OCc1ccc(C(C)(C)C)cc1)c1c(N)n(CCCC)c(=O)[nH]c1=O,x,-3,-2,x,-42,-1,2
O=C(CCn1nc(-c2ccc(Cl)cc2)ccc1=O)NCc1cccnc1,-1,x,x,-1,x,17,-4
COc1ccc(N(CC(=O)NCc2ccccc2)S(=O)(=O)c2c(C)nn(C)c2C)cc1,13,3,-1,-4,-2,11,10
O=C(NCCCN1CCCC1=O)c1cccc(S(=O)(=O)N2CCN(c3ccccc3)CC2)c1,3,0,-1,-11,7,5,13
CCCC(NC(=O)Cc1c(C)c2cc3c(C)c(C)oc3c(C)c2oc1=O)C(=O)N[C@@H](Cc1ccccc1)C(=O)O (some centres not stated),7,3,3,-6,4,x,x
CN(c1ccc(C(=O)N2CCN(Cc3ccc4c(c3)OCO4)CC2)cc1)S(C)(=O)=O,x,-2,0,x,-1,1,-2
CC(NC(=O)Cc1ccsc1)c1ccc(Cl)cc1Cl (configuration not stated),26,-2,-2,-3,-3,6,2
COc1ccc(CCNC(=O)C2CCN(S(=O)(=O)c3cccs3)CC2)cc1OC,x,0,-4,x,5,x,5
COc1ccc(NC(=O)Nc2ccc3c(c2)C(=O)N([C@H](C)CO)C[C@H](C)[C@H](CN(C)S(=O)(=O)c2ccc(Cl)cc2)O3)cc1,x,9,-6,0,-2,13,x
COc1cccc(C(=O)N2C(C(=O)O)CSC2c2ccccc2Cl)c1 (configuration not stated),x,-2,-3,x,4,30,6
CC1CC(=O)NN=C1c1ccc(NCCO)c([N+](=O)[O-])c1 (configuration not stated),10,x,x,5,x,-12,8
CCC(C)NC(=O)C1CCN(S(=O)(=O)c2ccc3c(c2)CC(C)N3C(C)=O)CC1 (configuration not stated),-4,x,-2,-4,0,8,13
O=[N+]([O-])c1ccc(Nc2ccc(Cl)cc2)nc1,x,0,x,x,6,2,11
O=C(Nc1ccccc1)C1=C[C@@H](C2CC2)C[C@@H](OCc2ccc(CO)cc2)O1,0,-4,-1,60*,-6,-32,6
N#CCCN(C(=O)COC(=O)c1ccc2c(c1)NC(=O)CS2)c1ccc2c(c1)OCCO2,x,37*,-4,x,1,2,0
CC(=O)N1N=C(C)CC1c1ccc(O)cc1 (configuration not stated),x,-1,0,x,5,2,7
O=C(CCc1nnc(C2CCCCC2)o1)N1CCN(Cc2ccccc2)CC1,5,-4,-3,3,-4,-28,4

# The list is partial; count on the stated rates, not on these rows.
